Screening results deposited in PubChem BioAssay by several laboratories.
NOD1 inhibition = NOD1 signaling inhibitors, primary screen, cell-based, luminescence, uHTS (AID 1578); NOD1-driven NF-kB luciferase reporter cells, luminescence; higher % means a stronger effect; inhibition, % at 4 µM; hits with a dose series show EC50 in µM; 290,000 compounds, 1% hits; in the data active = inhibition mostly above about 36%, no sharp cut-off; inactive = mostly below about 34%;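 also: HEK-293T reporter cells stimulated with the NOD1 agonist gamma-tri-DAP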
P. falciparum M17LAP = P. falciparum M17LAP inhibitors, primary screen, biochemical, fluorogenic H-Leu-NHMec substrate, 1536-well (AID 1619). recombinant M17LAP, H-Leu-NHMec fluorogenic kinetic assay; higher % means a stronger effect. inhibition, % at 30 µM, or IC50 in µM where a hit was titrated. 220,000 compounds, 0.38% hits;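 active = compound inhibiting the enzyme by more than half at any dose during confirmatory dose-response retesting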;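 also: plate controls were full reaction with DMSO carrier for no effect and no enzyme background for full effect; strong numbers were not always called active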
b-catenin transl = modulators of beta-catenin nuclear translocation, primary screen, imaging, HeLa cells, immunofluorescence, high-content | nuclear translocation activity, % at 5 µM | 190,000 compounds, 0.3% hits;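 active = nuclear translocation activity above 50% at 5 µM, with a well cell count of 50 or more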;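 also: per-cell ratio of nuclear to cytoplasmic median beta-catenin stain intensity; plate controls were DMSO negative control for no effect and GSK-3 inhibitor IX positive control for full effect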
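Test system: human HeLa cell line; Doses: 5 µM primary, 0.02–20 µM confirmation; Incubation: 24 h compound exposure, 37°C; Detection: beta-catenin immunofluorescence imaging with DAPI; Read-out: beta-catenin nuclear/cytoplasmic ratio, % activation.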
Yfh1-off respiration = enhancers of respiration in Yfh1-depleted yeast, dose response, Friedreich's ataxia, plus single-dose screen (AID 1465) | fold induction at 50 µM, or EC50 in µM where a hit was titrated | 220,000 compounds, 0.074% hits | S. cerevisiae Yfh1-off respiration, WST-1 reduction, 72 h; higher fold induction means a stronger effect;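 active = fold induction of absorbance versus untreated yeast above a set limit, then at least 30% activation at any dose in follow-up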;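 also: activators that raise dye reduction in frataxin-depleted yeast; strong numbers were not always called active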
HEK293 NOD2/NF-kB = NOD2 signaling inhibitors, cell-based, luminescence, uHTS, HEK293 (AID 1566). HEK293 NOD2/NF-kB luciferase reporter, luminescence; higher % means a stronger effect. inhibition, % at 4 µM; hits with a dose series show EC50 in µM. 290,000 compounds, 0.63% hits; in the data active = inhibition above about 50%; also: many of its hits are not listed in these tables
Autophagy mod = autophagy modulators in MEF cells, primary screen, imaging, high-content, MEF GFP-LC3; MEF GFP-LC3 puncta imaging; test concentration mostly 10 µM; calls only at 10 µM (by protocol); 190,000 compounds, 0.98% hits; AID 463193, 2010;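 active = percentage of spot-positive cells more than 3 SD above its plate mean, without a fluorescence outlier flag or 80% toxicity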;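 also: spot-positive cell cutoff set from DMSO-treated cells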
Insulin prom up = insulin promoter activators in MIN6 cells, imaging, high-content screening, mouse beta cells. MIN6 insulin promoter-GFP reporter; active compounds read high. 190,000 compounds, 0.3% hits. z-score at 5 µM;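 active = z-score above 3 at 5 µM with at least 500 cells counted in the well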
MT stabilize HCS = microtubule stabilizers in HeLa cells, primary screen, imaging, high-content imaging. HeLa tubulin immunostaining HCS, 24 h; share of cells brighter than vehicle mean+2SD. % tubulin-high responders, % at 10 µM. 200,000 compounds, 0.83% hits;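 active = plate Z-score above 3 for both tubulin-high and condensed-nucleus cell shares, with cell loss under 80%, at 10 µM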;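 also: anti alpha tubulin signal scored within the nucleus-defined area of each cell; some results filed as inactive read as strong as hits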
Dynein cargo inh = inhibitors of GR-EGFP nuclear translocation, primary screen, dynein cargo transport inhibitor project, imaging, high-content, 3617.4 mouse cells. z-score, hits read low. 220,000 compounds, 0.47% hits. AID 1381, 2008. test concentration mostly 20 µM; stimulated with dexamethasone, 1 µM; active compounds read low;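 active = plate z-score of nuclear minus cytoplasmic receptor signal below a set negative limit, without overly bright fluorescence or cell loss, cut at about -3.5 in these data, passing the limit was not always enough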;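 also: z-score of nuclear minus cytoplasmic ring GR-EGFP intensity difference per well; some compounds called inactive have numbers as strong as hits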
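Buffer or medium: tetracycline-free induction medium containing charcoal-stripped FBS / Reagent: dexamethasone agonist, 1.0 µM final, for 30 min / Technique: automated 10x imaging of fixed Hoechst-stained cells / Times: induction 48 h, compound 1 h, agonist 30 min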
Dynein cargo inh cytoplasmic EGFP = second read-out of Dynein cargo inh, no call of its own (marks repeat the call); z-score; measured here: cytoplasmic GR-EGFP intensity; active compounds read high
Dynein cargo inh nuclear GR-EGFP = recorded beside Dynein cargo inh, whose call it bears; z-score; measured here: nuclear GR-EGFP intensity;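 lower value marks the stronger effect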
Dynein cargo inh cell count = recorded beside Dynein cargo inh, whose call it bears; z-score; measured here: cell count per field
Insulin prom up cell count = second read-out of Insulin prom up, no call of its own (marks repeat the call); cell count; measured here: cytotoxicity, nuclei count;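 total cells summed across four imaged fields per well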
b-catenin transl cell count 5 µM = second read-out of b-catenin transl, no call of its own (marks repeat the call); cell count; measured here: cell count, cytotoxicity flag
MT stabilize HCS Hoechst-high % = further read-out of MT stabilize HCS, marked with its call; % Hoechst-high responders; measured here: nuclear condensation Hoechst responders;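 share of cells brighter than vehicle mean plus two SD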
MT stabilize HCS cytotoxicity % = further read-out of MT stabilize HCS, marked with its call; toxicity, %; measured here: cytotoxicity by cell density;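 0% = mean cell density of plate MIN control wells and 100% = no cells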
Autophagy mod cell loss 18 h = recorded beside Autophagy mod, whose call it bears; toxicity, %; measured here: cell loss, nuclei count;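 cell loss after 18 h compound exposure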
* hit, by the source's call. An excerpt, so the mix of outcomes need not match the whole.

`O=C(NC(Cc1c[nH]c2ccccc12)C(=O)O)c1ccccc1` (stereo not given) gave NOD1 inhibition 16%, P. falciparum M17LAP 3%, b-catenin transl -1.0, Yfh1-off respiration inactive, HEK293 NOD2/NF-kB 3%, Autophagy mod inactive, Insulin prom up -0.58, MT stabilize HCS 4.1, Dynein cargo inh -0.86, Dynein cargo inh cytoplasmic EGFP 0.62, Dynein cargo inh nuclear GR-EGFP 0.029, Dynein cargo inh cell count 0.98, Insulin prom up cell count 1489, b-catenin transl cell count 5 µM 1010, MT stabilize HCS Hoechst-high % 1.0, MT stabilize HCS cytotoxicity % 3.3 and Autophagy mod cell loss 18 h -61.
`Cc1cc(N)n(-c2ccc(C(=O)O)cc2)n1` gave NOD1 inhibition -24%, P. falciparum M17LAP 21%, b-catenin transl 0.2, Yfh1-off respiration inactive, HEK293 NOD2/NF-kB -4%, Autophagy mod inactive, Insulin prom up 0.21, MT stabilize HCS 4.3, Dynein cargo inh 1.1, Dynein cargo inh cytoplasmic EGFP -0.19, Dynein cargo inh nuclear GR-EGFP 0.014, Dynein cargo inh cell count -0.0029, Insulin prom up cell count 1452, b-catenin transl cell count 5 µM 1410, MT stabilize HCS Hoechst-high % 1.0, MT stabilize HCS cytotoxicity % 4.1 and Autophagy mod cell loss 18 h -14.
Screening Cc1ncoc1C(=O)N1CCCC(C(=O)c2ccc(C(F)(F)F)cc2)C1 (stereo not given) returned NOD1 inhibition -28%, P. falciparum M17LAP -1%, b-catenin transl -0.6, Yfh1-off respiration inactive, HEK293 NOD2/NF-kB -8%, Autophagy mod inactive, Insulin prom up 1.1, MT stabilize HCS 5.3, Dynein cargo inh -0.31, Dynein cargo inh cytoplasmic EGFP -0.27, Dynein cargo inh nuclear GR-EGFP 0.013, Dynein cargo inh cell count 0.82, Insulin prom up cell count 1499, b-catenin transl cell count 5 µM 1542, MT stabilize HCS Hoechst-high % 2.3, MT stabilize HCS cytotoxicity % 4.1 and Autophagy mod cell loss 18 h -23.
For COc1ccc(C(CCNCc2ccccc2)c2ccc(F)cc2)cc1 (stereo not given) the results were NOD1 inhibition -16%, P. falciparum M17LAP 6%, b-catenin transl 0.7, Yfh1-off respiration inactive, HEK293 NOD2/NF-kB -1%, Autophagy mod inactive, Insulin prom up -0.75, MT stabilize HCS 3.2, Dynein cargo inh -0.98, Dynein cargo inh cytoplasmic EGFP -0.18, Dynein cargo inh nuclear GR-EGFP -0.48, Dynein cargo inh cell count 0.056, Insulin prom up cell count 1433, b-catenin transl cell count 5 µM 1081, MT stabilize HCS Hoechst-high % 3.7, MT stabilize HCS cytotoxicity % 3.9 and Autophagy mod cell loss 18 h 5.
COc1ccc(S(=O)(=O)c2ccc(OC)cc2)cc1 was read as NOD1 inhibition -13%, P. falciparum M17LAP 0%, b-catenin transl -0.7, Yfh1-off respiration inactive, HEK293 NOD2/NF-kB -8%, Autophagy mod inactive, Insulin prom up 0.26, MT stabilize HCS 2.1, Dynein cargo inh -0.9, Dynein cargo inh cytoplasmic EGFP 0.23, Dynein cargo inh nuclear GR-EGFP -0.14, Dynein cargo inh cell count -0.11, Insulin prom up cell count 940, b-catenin transl cell count 5 µM 1207, MT stabilize HCS Hoechst-high % 1.6, MT stabilize HCS cytotoxicity % 11 and Autophagy mod cell loss 18 h -1.
For COCCCNC(=O)Cn1ncc2c(=O)oc3ccccc3c21 the results were NOD1 inhibition -35%, P. falciparum M17LAP 2%, b-catenin transl -3.8, Yfh1-off respiration inactive, HEK293 NOD2/NF-kB 3%, Autophagy mod inactive, Insulin prom up -0.71, MT stabilize HCS 2.9, Dynein cargo inh -0.24, Dynein cargo inh cytoplasmic EGFP -0.21, Dynein cargo inh nuclear GR-EGFP 0.091, Dynein cargo inh cell count 0.47, Insulin prom up cell count 1578, b-catenin transl cell count 5 µM 991, MT stabilize HCS Hoechst-high % 2.6, MT stabilize HCS cytotoxicity % 6.7 and Autophagy mod cell loss 18 h -7.
For Cc1ccc(C(=O)CSc2nnc(Cn3nnc4ccccc43)n2C)cc1 the results were NOD1 inhibition 3%, P. falciparum M17LAP 27%, b-catenin transl 0.4, Yfh1-off respiration inactive, HEK293 NOD2/NF-kB 15%, Autophagy mod inactive, Insulin prom up -0.48, MT stabilize HCS 6.0, Dynein cargo inh -0.75, Dynein cargo inh cytoplasmic EGFP 0.53, Dynein cargo inh nuclear GR-EGFP -0.86, Dynein cargo inh cell count -0.18, Insulin prom up cell count 779, b-catenin transl cell count 5 µM 1143, MT stabilize HCS Hoechst-high % 2.6, MT stabilize HCS cytotoxicity % 3.8 and Autophagy mod cell loss 18 h 2.
CCCCCOC(=O)CSc1nc2c(c(=O)[nH]c(=O)n2C)n1Cc1ccc(Cl)cc1 was read as NOD1 inhibition 6%, P. falciparum M17LAP 1%, b-catenin transl 5.7, Yfh1-off respiration inactive, HEK293 NOD2/NF-kB 9%, Insulin prom up -1.1, MT stabilize HCS 2.5, Dynein cargo inh 0.022, Dynein cargo inh cytoplasmic EGFP -0.14, Dynein cargo inh nuclear GR-EGFP 0.35, Dynein cargo inh cell count -0.41, Insulin prom up cell count 1186, b-catenin transl cell count 5 µM 962, MT stabilize HCS Hoechst-high % 2.3 and MT stabilize HCS cytotoxicity % 4.7.
`COC(=O)CCc1c(C)[nH]c(=S)[nH]c1=O` gave NOD1 inhibition -4%, P. falciparum M17LAP 8%, b-catenin transl -5.7, HEK293 NOD2/NF-kB 10%, Autophagy mod inactive, MT stabilize HCS 6.2, Dynein cargo inh 1.9, Dynein cargo inh cytoplasmic EGFP 0.00053, Dynein cargo inh nuclear GR-EGFP 1.8, Dynein cargo inh cell count -2, b-catenin transl cell count 5 µM 959, MT stabilize HCS Hoechst-high % 2.2, MT stabilize HCS cytotoxicity % 14 and Autophagy mod cell loss 18 h -44.
`O=C(CSc1nnc2c3ccccc3c3ccccc3c2n1)Nc1ccccc1` gave NOD1 inhibition -11%, P. falciparum M17LAP 5%, b-catenin transl 2.2, HEK293 NOD2/NF-kB -4%, Autophagy mod active, Insulin prom up -0.67, MT stabilize HCS 4.8, Dynein cargo inh -0.8, Dynein cargo inh cytoplasmic EGFP -0.12, Dynein cargo inh nuclear GR-EGFP 0.1, Dynein cargo inh cell count 0.6, Insulin prom up cell count 1622, b-catenin transl cell count 5 µM 1313, MT stabilize HCS Hoechst-high % 1.8, MT stabilize HCS cytotoxicity % 3.7 and Autophagy mod cell loss 18 h 8.4*.
`CCOC(=O)C1CCC(CNCc2ccc(Cl)cc2)CC1` (stereo not given) gave NOD1 inhibition -15%, P. falciparum M17LAP 11%, b-catenin transl -3.7, Yfh1-off respiration inactive, HEK293 NOD2/NF-kB 2%, Autophagy mod inactive, Insulin prom up 0, MT stabilize HCS 3.8, Dynein cargo inh 0.38, Dynein cargo inh cytoplasmic EGFP 0.037, Dynein cargo inh nuclear GR-EGFP 0.46, Dynein cargo inh cell count -0.39, Insulin prom up cell count 1471, b-catenin transl cell count 5 µM 605, MT stabilize HCS Hoechst-high % 1.9, MT stabilize HCS cytotoxicity % 8.7 and Autophagy mod cell loss 18 h 3.
Screening O=C(N/N=C/c1cc2c(cc1Br)OCO2)c1ccccn1 returned NOD1 inhibition -7%, P. falciparum M17LAP -13%, b-catenin transl 0.2, Yfh1-off respiration inactive, HEK293 NOD2/NF-kB -52%, Insulin prom up 0.32, Dynein cargo inh -0.27, Dynein cargo inh cytoplasmic EGFP -0.28, Dynein cargo inh nuclear GR-EGFP -0.54, Dynein cargo inh cell count 0.52, Insulin prom up cell count 1363 and b-catenin transl cell count 5 µM 1112.
Screening CCCNCc1cc(OCC)c(OCC(=O)Nc2ccccc2)cc1Br returned NOD1 inhibition -42%, P. falciparum M17LAP -1%, b-catenin transl -0.8, Yfh1-off respiration inactive, HEK293 NOD2/NF-kB -3%, Autophagy mod inactive, Insulin prom up 0.38, MT stabilize HCS 3.0, Dynein cargo inh -0.54, Dynein cargo inh cytoplasmic EGFP -0.21, Dynein cargo inh nuclear GR-EGFP -0.66, Dynein cargo inh cell count 0.85, Insulin prom up cell count 1412, b-catenin transl cell count 5 µM 1493, MT stabilize HCS Hoechst-high % 2.1, MT stabilize HCS cytotoxicity % 5.4 and Autophagy mod cell loss 18 h -7.
O=C(OC1CCOC1=O)c1ccc(-c2nc3ccccc3s2)s1 (stereo not given) was read as NOD1 inhibition -53%, P. falciparum M17LAP 7%, b-catenin transl 0.3, Yfh1-off respiration inactive, HEK293 NOD2/NF-kB -67%, Autophagy mod inactive, Insulin prom up -0.59, MT stabilize HCS 5.7, Dynein cargo inh 0.036, Dynein cargo inh cytoplasmic EGFP 0.0016, Dynein cargo inh nuclear GR-EGFP 0.71, Dynein cargo inh cell count -0.51, Insulin prom up cell count 1541, b-catenin transl cell count 5 µM 1366, MT stabilize HCS Hoechst-high % 3.1, MT stabilize HCS cytotoxicity % 4.5 and Autophagy mod cell loss 18 h 5.
